High-throughput results (PubChem BioAssay)
LYPLA1 inh – LYPLA1 (human) inhibition in PME1 counter-screen. inhibition, % at 5.9 µM. O75608. 320,000 tested, 0.16% active. recombinant LYPLA1, FP-Rh probe fluorescence polarization. AID 2174;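 active = inhibition above the mean of all tested compounds plus 3 SD, set per campaign, cut at about 14% in these data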;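 note: inhibitors block serine hydrolase probe labeling of LYPLA1 so polarization falls; 0% = enzyme with DMSO and 100% = wells lacking LYPLA1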
Target sequence (O75608 whole entry, looked up): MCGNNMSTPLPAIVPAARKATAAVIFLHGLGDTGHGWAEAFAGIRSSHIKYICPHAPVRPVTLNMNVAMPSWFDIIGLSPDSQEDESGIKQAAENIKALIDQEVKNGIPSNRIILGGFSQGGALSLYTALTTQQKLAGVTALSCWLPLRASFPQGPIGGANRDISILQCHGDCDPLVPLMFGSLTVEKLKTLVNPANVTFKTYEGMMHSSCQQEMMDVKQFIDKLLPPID
PAD4 inh – blocks human protein arginine deiminase 4. Q9UM07. AID 485272. 330,000 tested, 0.41% active. inhibition, % at 6.36 µM. recombinant PAD4, RCA probe fluorescence polarization;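 active = percent inhibition above a cutoff equal to the mean of all tested compounds plus 3 SD, cut at about 15% in these data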;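 note: 0% = PAD4 with RCA probe and DMSO and 100% = probe without PAD4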
Target sequence (Q9UM07 whole entry, looked up): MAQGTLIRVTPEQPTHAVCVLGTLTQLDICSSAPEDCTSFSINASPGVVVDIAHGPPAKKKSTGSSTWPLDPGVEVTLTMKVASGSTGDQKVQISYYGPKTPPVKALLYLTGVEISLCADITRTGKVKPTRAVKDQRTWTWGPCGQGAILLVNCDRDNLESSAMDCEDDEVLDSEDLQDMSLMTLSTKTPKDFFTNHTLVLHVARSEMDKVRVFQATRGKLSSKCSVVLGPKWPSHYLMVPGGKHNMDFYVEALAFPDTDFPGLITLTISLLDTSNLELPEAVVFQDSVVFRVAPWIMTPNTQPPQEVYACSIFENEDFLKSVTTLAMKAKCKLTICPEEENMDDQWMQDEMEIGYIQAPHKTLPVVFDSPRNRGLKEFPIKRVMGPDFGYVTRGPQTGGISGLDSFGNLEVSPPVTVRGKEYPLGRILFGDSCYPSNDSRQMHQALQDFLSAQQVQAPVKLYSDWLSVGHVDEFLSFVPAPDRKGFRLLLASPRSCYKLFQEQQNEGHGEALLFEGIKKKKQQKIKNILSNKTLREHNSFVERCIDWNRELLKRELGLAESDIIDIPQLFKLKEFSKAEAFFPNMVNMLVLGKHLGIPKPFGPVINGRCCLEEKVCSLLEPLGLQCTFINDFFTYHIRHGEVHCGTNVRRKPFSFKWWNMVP
pPAFAH FP inh – pPAFAH (human) enzyme inhibition. Q13093. recombinant pPAFAH, FP-rhodamine probe fluorescence polarization. inhibition, % at 3.39 µM. 330,000 tested, 1.5% active;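 active = inhibition above the mean inhibition across the screen plus 3 SD, cut at about 25% in these data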;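 note: inhibitors block binding of the rhodamine activity-based probe so polarization drops; 0% = enzyme with DMSO and 100% = wells lacking pPAFAH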
PAFAH1B2 FP inh – blocks human PAF acetylhydrolase 1b catalytic subunit 2. P68402. recombinant PAFAH1B2, FP-rhodamine activity probe, fluorescence polarization. inhibition, % at 3.39 µM. 340,000 tested, 1.2% active. AID 492953;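 active = inhibition above the mean of all tested compounds plus 3 SD, cut at about 24% in these data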;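 note: 0% = enzyme with DMSO and 100% = wells lacking PAFAH1B2; many of its hits are not listed in these tables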
PAFAH1B3 FP inh – PAFAH1B3 (human) inhibition | 340,000 tested, 0.28% active | recombinant PAFAH1B3, FP-rhodamine probe, fluorescence polarization | inhibition, % at 3.39 µM | Q15102;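 active = inhibition above the screen-wide average of all tested compounds plus 3 SD, cut at about 25% in these data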;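 note: 0% = enzyme with DMSO only and 100% = wells lacking PAFAH1B3 protein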
PREPL inh – human PREPL enzyme inhibition; 320,000 tested, 0.68% active; AID 2751; recombinant PREPL, fluorescence polarization activity-based probe; inhibition, % at 5.96 µM; in the data active = inhibition above about 43%;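 note: 0% = enzyme with DMSO and 100% = wells lacking enzyme; many of its hits are not listed in these tables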
PAFAH2 inh – inhibitors of human PAFAH2; Q99487; recombinant PAFAH2, FP-rhodamine activity probe, fluorescence polarization; inhibition, % at 3.39 µM; 340,000 tested, 0.99% active;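 active = inhibition above the mean over all tested compounds plus 3 SD, cut at about 30% in these data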;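 note: inhibitors block probe labeling of enzyme so polarization drops; 0% = enzyme with DMSO and 100% = wells lacking PAFAH2 protein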
LYPLA2 inh – counter-screen for PME1 inhibitors: inhibitors of human LYPLA2. recombinant LYPLA2, FP-Rh probe fluorescence polarization. inhibition, % at 5.9 µM. 320,000 tested, 0.38% active;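 active = inhibition above the screen-wide mean plus 3 SD, limit set per campaign, cut at about 26% in these data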;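 note: 0% = LYPLA2 with DMSO and 100% = wells lacking LYPLA2 enzyme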
GSTO1 counter – GSTO1 inhibition, counter-screen for RBBP9 inhibitors. P78417. recombinant GSTO1, activity-based probe fluorescence polarization. inhibition, % at 5.96 µM. 300,000 tested, 1.1% active. AID 1974;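 active = inhibition above the campaign mean inhibition plus 3 SD, cut at about 35% in these data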;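 note: 0% = GSTO1-1 with DMSO and 100% = wells lacking GSTO1-1 enzyme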
* marks the source's active call; other numbers are inactive results; · = not tested or not shown. The list is partial (hit frequency here may not be typical).

SMILES | LYPLA1 inh | PAD4 inh | pPAFAH FP inh | PAFAH1B2 FP inh | PAFAH1B3 FP inh | PREPL inh | PAFAH2 inh | LYPLA2 inh | GSTO1 counter
CC(=O)Oc1ccccc1C(=O)Nc1ccccc1 | 2 | -1 | -1 | 0 | 9 | -5 | 0 | 1 | 4
CCN(CC)S(=O)(=O)c1cc(C)c(C)cc1Br | -3 | 1 | 5 | 3 | -4 | -5 | -2 | 5 | -3
Cc1[nH]c2ccccc2c1/C=N/Nc1cccc(C(=O)O)c1 | -2 | -5 | 17 | 7 | 13 | 27 | 12 | 0 | 19
CC1CCN(c2ccc3nnc(CCC(=O)Nc4ccc(F)cc4)n3n2)CC1 | -2 | 0 | 9 | 5 | 4 | 9 | 2 | -3 | -9
COC(=O)c1sc(N2CCN(Cc3ccccc3)CC2)nc1N | 2 | 1 | 6 | 2 | -1 | 1 | 1 | 7 | 5
Cc1cccc(-c2cnn(-c3ccccc3)c2N)c1 | -1 | -2 | 6 | 2 | 13 | 36 | -4 | -6 | 1
CCCn1c(=S)[nH]c2cc(C(=O)N(CCO)Cc3ccccc3)ccc2c1=O | 1 | -1 | 0 | 5 | 2 | -7 | 4 | 13 | 1
O=C(NCCN1CCOCC1)C1CC(=O)N(c2ccc(Cl)cc2)C1 (centres undefined) | -4 | 0 | -7 | 2 | 8 | -3 | -4 | -10 | 12
CCCCN1C(=O)C2C(C(=O)Nc3cccc(OC)c3)C3C=CC2(O3)C1C(=O)NC1CCCCC1C (centres undefined) | 2 | -3 | 1 | 5 | 3 | 0 | 0 | 2 | 1
Fc1ccccc1COc1ccc(C(=S)N2CCCC2)cc1 | 5 | 5 | 5 | 3 | 4 | 6 | 4 | 7 | 2
Cc1ccc(Cn2c(SC3CCOC3=O)nc3ccccc3c2=O)cc1 (centres undefined) | -3 | -4 | 3 | -1 | 0 | 0 | 4 | -7 | 0
COc1ccc(C(=O)C2CCCN(C(=O)c3cc(C)on3)C2)cc1F (centres undefined) | -2 | 1 | 3 | -8 | -1 | 10 | 2 | 3 | 0
COCCNC(=O)C(C)Oc1ccc(Cl)cc1Cl (centres undefined) | 3 | 5 | -2 | 5 | 3 | -13 | 5 | 3 | 4
O=C(Cn1nnc2c(cnn2-c2ccc(F)cc2)c1=O)c1ccccc1F | -1 | -7 | -12 | 1 | 5 | 8 | -4 | -4 | -6
O=C(c1ccccc1)N1CCN(C2CCCCCC2)CC1 | 1 | -1 | -2 | 1 | -1 | 12 | -3 | 5 | 2
CC1(c2ccc(Cl)cc2)NC(=O)N(CN2CCOCC2)C1=O (centres undefined) | 3 | 2 | 4 | 4 | 4 | 1 | 0 | 3 | 2
COc1ccc(C/C(C)=N/NC(=O)c2cccnc2)cc1 | 4 | -1 | 1 | -7 | -1 | 3 | 1 | 8 | 7
COC(=O)c1ccccc1C(=O)N(Cc1cccnc1)CC1CCCN(C2CCCCC2)C1 (centres undefined) | 0 | 0 | 0 | 3 | 7 | 12 | 4 | 4 | 3
O=C(COC(=O)/C=C/c1ccc2c(c1)OCO2)Nc1ccc(S(=O)(=O)N2CCCC2)cc1 | -17 | 1 | 3 | -2 | -7 | 3 | -8 | -8 | -1
CC(C(=O)NCc1ccccn1)c1ccc([N+](=O)[O-])cc1 (centres undefined) | 0 | -5 | -3 | -2 | 3 | 16 | 2 | -2 | 13
Cc1ccccc1CSc1nc2n(n1)C(c1cccs1)C1=C(CCCC1=O)N2 (centres undefined) | 0 | 1 | 5 | -2 | 1 | -14 | 3 | 10 | 4
COc1ccc(C2=NOC(C(=O)NC(C)C)C2)cc1 (centres undefined) | 4 | -1 | -1 | 3 | 3 | 13 | 8 | 6 | -1
CCC(C)Sc1nc(C)nc2c1c(=O)n(C)c(=O)n2C (centres undefined) | 1 | 0 | 2 | 1 | 5 | -1 | -3 | 1 | 8
Cc1onc(-c2c(Cl)cccc2Cl)c1C(=O)N1C=CC(C(F)(F)F)=NCC1 | -2 | -4 | -4 | 0 | 2 | -9 | 8 | 3 | 0

Record cards, from the list above. Screens in order: LYPLA1 inh | PAD4 inh | pPAFAH FP inh | PAFAH1B2 FP inh | PAFAH1B3 FP inh | PREPL inh | PAFAH2 inh | LYPLA2 inh | GSTO1 counter
O=C(Cn1nnc2c(cnn2-c2ccc(F)cc2)c1=O)c1ccccc1F is entered as -1 | -7 | -12 | 1 | 5 | 8 | -4 | -4 | -6
O=C(COC(=O)/C=C/c1ccc2c(c1)OCO2)Nc1ccc(S(=O)(=O)N2CCCC2)cc1 is entered as -17 | 1 | 3 | -2 | -7 | 3 | -8 | -8 | -1

Remaining list, next part
SMILES | LYPLA1 inh | PAD4 inh | pPAFAH FP inh | PAFAH1B2 FP inh | PAFAH1B3 FP inh | PREPL inh | PAFAH2 inh | LYPLA2 inh | GSTO1 counter
CSc1nsc2nc(=O)c(/C=C3\C=Nc4ccccc43)c(N)n12 | -7 | 2 | -2 | 13 | -2 | 14 | 4 | -4 | -16
C/C(CCc1ccco1)=N\NC(=O)CNc1c(Br)cc(Br)cc1Br | 2 | -4 | -7 | 1 | 3 | 2 | 0 | 0 | 4
Cc1ccc(-c2cc(NC(=O)c3ccccc3)on2)cc1 | -5 | 2 | 4 | 0 | 1 | -4 | 10 | -5 | 3
COc1cc(C2C(C#N)=C(N)Oc3n[nH]c(C)c32)ccc1OC(=O)c1ccccc1 (centres undefined) | -4 | -4 | 8 | -4 | 6 | 61* | 9 | 5 | -3
N#Cc1cccc(NC(=O)CSc2n[nH]c(=O)[nH]c2=O)c1 | 2 | -4 | 2 | 6 | -3 | 4 | 1 | 1 | 11
COc1ccc(C)cc1NC(=O)CSc1nnnn1Cc1ccccc1 | 0 | -1 | 3 | 5 | 11 | 7 | -2 | -4 | 14
Cc1sc2ccccc2[n+]1CC(=O)O | -3 | 8 | -4 | 1 | -4 | -11 | -4 | -4 | -6
Cc1cc(N2CCN(c3ccccc3)CC2)n2c(n1)nc1ccccc12 | -1 | -8 | 6 | 1 | -1 | 32 | 3 | 0 | -4
CCOC(=O)N1CCN(C(=O)c2ccc3nc4ccc(Cl)cc4c(=O)n3c2)CC1 | 1 | 0 | 5 | 6 | 14 | 7 | -1 | 6 | -6
COc1ccc(NC(=O)c2ccc(CNc3c(N4CCCC4)c(=O)c3=O)cc2)cc1Cl | 2 | -2 | 4 | 1 | 2 | 3 | 0 | 9 | 3
COc1ccc(-c2nnc(SCC(=O)Nc3sc4c(c3C#N)CCCC4)n2-c2ccccc2)cc1 | 1 | -5 | 3 | 3 | 1 | 15 | 1 | -2 | 8
CSc1nnc2n(C)c3c(c(=O)n12)C1(CCCC1)Cc1ccccc1-3 | -1 | -3 | 9 | 7 | 0 | 3 | 3 | 8 | -6
COC(=O)Cn1cnc2c(cnn2-c2ccc(C)cc2)c1=O | -1 | -2 | -1 | 4 | 1 | 5 | -4 | 0 | -2
CC(C)Oc1ccc(S(=O)(=O)N2CCOCC2)cc1NC(=O)CC1CCCC1 | 1 | -1 | -1 | 0 | 1 | 4 | 2 | -4 | ·
CC1CN(C(=O)CCC(=O)NCCCc2ccccc2)c2ccccc2O1 (centres undefined) | -1 | 1 | 1 | 11 | 2 | -14 | -8 | -4 | 2
O=C(CN1CCCCC1)Nc1cc(Cl)ccc1Cl | -2 | -3 | 3 | 4 | -12 | -4 | -2 | -1 | -5
CN(Cc1ccccc1)C(=S)Nc1ccc(OC(F)F)cc1 | -4 | 2 | 6 | -3 | -5 | 1 | -7 | -5 | -1
COc1ccc(OC)c(NC(=O)CCn2cccc2)c1 | 3 | -8 | 1 | 1 | 3 | 0 | -3 | -6 | 1
Cc1cccn2c(=O)c(/C=N/O)c(N3CCCCC3)nc12 | -2 | -3 | -2 | 2 | 5 | 9 | 2 | 1 | 0
CCOc1ccccc1NC(=O)COn1nnc2ccccc21 | 3 | -3 | 7 | 6 | 8 | 9 | -4 | 0 | 8
COc1ccc(OC(=O)CN2C(=O)C3C4CCC(C4)C3C2=O)cc1 (centres undefined) | 0 | -4 | 1 | 1 | 0 | 5 | -2 | -4 | 4
CCCCCCC(=O)Nc1nc(C)c(-c2csc(Nc3cc(Cl)ccc3OC)n2)s1 | -9 | -5 | 17 | 5 | -2 | 14 | 3 | -6 | -7
CCOC(=O)Cc1nc2ccccc2o1 | -1 | 3 | 1 | · | · | 20 | · | 1 | 3
CCOC(=O)CNC(=O)c1sc(NC(=O)/C=C/c2ccccc2)nc1C | -1 | -7 | 6 | 4 | 10 | 2 | -5 | 2 | -8
CCCCN(C(=O)C1=NN(c2ccccc2)C(=O)CC1)c1c(N)n(CC(C)C)c(=O)[nH]c1=O | 0 | -1 | -4 | 1 | 3 | 1 | 5 | 2 | ·
CC1(C)Cc2nc(-c3ccccc3)nc(SCC(O)CO)c2CO1 (centres undefined) | 3 | -3 | -8 | · | · | 8 | · | 2 | 1
CCCOc1ccc(NC(=O)C2CC(=O)N(C(C)C)C2)cc1 (centres undefined) | 3 | -2 | 8 | 5 | 3 | -4 | 2 | 3 | 1
CCOc1ccccc1NC(=O)C1C2C=CC(C2)C1C(=O)O (centres undefined) | 4 | -1 | 6 | 1 | 5 | 6 | -2 | 1 | 2
CN(C(=O)c1ccccc1C(=O)c1ccccc1)C1CCS(=O)(=O)C1 (centres undefined) | 3 | 5 | 3 | -10 | -3 | 19 | -3 | -3 | 4
CC(=O)c1cc(C#N)c(N2CCCCC2)nc1C | -1 | -5 | 2 | 0 | 4 | 0 | -1 | 11 | 1
O=C(Nc1ccc(C(=O)NC2CCCCC2)cc1)c1cccnc1 | -3 | -4 | -8 | 1 | 7 | -8 | 0 | -6 | -7
Cc1cc(NC(=O)Cc2ccccc2)c2ccccc2n1 | 4 | -1 | 3 | 3 | 6 | 9 | 6 | 6 | 4
COC(=O)c1cc(C(=O)OC)n(Cc2ccc(Cl)cc2Cl)n1 | -1 | -4 | 11 | -9 | -5 | 4 | 3 | 2 | 2
Cc1ccccc1OCC1Cn2c(nc3c2c(=O)[nH]c(=O)n3C)O1 (centres undefined) | 4 | -2 | 0 | 6 | 4 | 16 | 5 | 2 | 4
O/N=C(/CCc1ccccc1)C1(O)CCCCC1 | 1 | -1 | 0 | 6 | 7 | -6 | -2 | 4 | -2
COc1ccccc1CNc1ncnc2c1cnn2-c1ccccc1 | 0 | 2 | 0 | -1 | 0 | -7 | 5 | 1 | -3
Cc1sc2ncnc(N3CCN(S(=O)(=O)c4ccc(C(C)(C)C)cc4)CC3)c2c1C | · | -8 | -2 | -9 | 3 | -1 | 6 | · | ·
CC(=O)N1CC(C)Sc2ccc(S(=O)(=O)NCc3ccc(F)cc3)cc21 (centres undefined) | 2 | 4 | 8 | 2 | 1 | -2 | 0 | 5 | 3
CCOC(=O)C1=C(N)c2ccccc2CC1C1CCCC1 (centres undefined) | 0 | 5 | 7 | 4 | 5 | 7 | 5 | 2 | -12
CCC(Sc1ccccn1)C(=O)Nc1nnc(C)s1 (centres undefined) | 0 | 5 | -3 | -4 | 5 | 0 | -1 | 3 | 0
Cc1nc2ccc(NC(=O)c3cc([N+](=O)[O-])cc([N+](=O)[O-])c3Cl)cc2s1 | -4 | 8 | 14 | 7 | 2 | 16 | -1 | 0 | -73
CCn1c(SCC(=O)NCc2ccco2)nnc1-c1ccncc1 | -2 | 0 | 4 | · | · | -9 | · | -6 | 9
COC(=O)c1cccc(Nc2ncnc3sccc23)c1 | -4 | -5 | 4 | 1 | 7 | -4 | -1 | 0 | 5
